# NadD block = NadD (S. aureus) enzyme inhibition. purified NadD enzyme, colorimetric absorbance read-out. inhibition, % at 20 µM. actives 0.78% (n = 360,000); in the data active = inhibition above about 26%; also: some compounds past the cut are filed as inactive
# DNMT1 block = inhibitors of human DNMT1; inhibition (reported as % activation of signal), % at 10 µM; P26358; DNMT1 molecular beacon, Hinp1I cleavage, fluorescence; actives 0.83% (n = 360,000); AID 588458; in the data active = inhibition above about 50%
# Target sequence (P26358 504-1616 limits assumed): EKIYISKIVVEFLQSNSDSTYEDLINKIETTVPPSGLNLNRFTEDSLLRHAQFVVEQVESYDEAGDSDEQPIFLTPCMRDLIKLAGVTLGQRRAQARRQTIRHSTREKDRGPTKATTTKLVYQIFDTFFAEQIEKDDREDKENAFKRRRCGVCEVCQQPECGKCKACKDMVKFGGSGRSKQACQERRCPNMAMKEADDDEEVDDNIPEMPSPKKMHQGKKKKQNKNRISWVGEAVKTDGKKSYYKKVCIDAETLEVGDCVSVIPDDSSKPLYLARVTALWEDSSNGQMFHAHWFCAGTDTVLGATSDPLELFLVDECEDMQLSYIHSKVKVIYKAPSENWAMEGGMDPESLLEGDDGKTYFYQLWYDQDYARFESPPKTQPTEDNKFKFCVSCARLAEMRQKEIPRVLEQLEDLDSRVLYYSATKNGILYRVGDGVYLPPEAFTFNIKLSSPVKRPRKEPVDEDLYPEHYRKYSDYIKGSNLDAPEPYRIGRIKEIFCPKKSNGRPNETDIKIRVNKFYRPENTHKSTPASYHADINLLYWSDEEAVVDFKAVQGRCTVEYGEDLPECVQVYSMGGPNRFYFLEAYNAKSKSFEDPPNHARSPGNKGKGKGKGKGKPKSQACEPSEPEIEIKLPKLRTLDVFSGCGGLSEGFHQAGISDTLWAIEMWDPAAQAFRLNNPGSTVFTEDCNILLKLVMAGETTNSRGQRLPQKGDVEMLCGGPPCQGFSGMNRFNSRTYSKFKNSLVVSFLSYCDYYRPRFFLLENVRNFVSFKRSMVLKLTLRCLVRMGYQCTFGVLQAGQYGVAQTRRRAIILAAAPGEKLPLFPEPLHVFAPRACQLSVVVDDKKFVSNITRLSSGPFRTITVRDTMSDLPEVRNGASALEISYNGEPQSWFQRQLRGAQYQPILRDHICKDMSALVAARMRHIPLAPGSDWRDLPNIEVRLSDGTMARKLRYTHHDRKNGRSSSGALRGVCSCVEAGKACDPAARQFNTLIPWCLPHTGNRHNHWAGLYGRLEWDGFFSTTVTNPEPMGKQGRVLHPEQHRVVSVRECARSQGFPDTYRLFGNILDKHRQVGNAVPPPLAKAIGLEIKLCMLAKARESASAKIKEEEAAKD
# SUMO1-SIM PPI = alters human SUMO1 binding to SIM partners; P63165; SUMO1 binding to a labelled peptide, TR-FRET, 1 h; inhibition, % at 20 µM; actives 0.33% (n = 360,000); AID 602429; in the data active = inhibition above about 37%
# LMPTP inh = blocks human LMPTP phosphatase. inhibition, % at 20 µM. actives 0.22% (n = 360,000). AID 651560. recombinant LMPTP-A, OMFP fluorogenic substrate, fluorescence intensity. P24666;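 active = compounds that cut the enzyme signal by at least half of the control window in the single-dose screen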;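 also: plate controls were DMSO wells with enzyme plus substrate for no effect and substrate without enzyme for full effect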
#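 Assay system: LMPTP-A enzyme. Input: 0.625 nM LMPTP-A final. Probe or stimulus: 400 µM OMFP. Compound dosing: single 20 µM dose. Schedule: 50 min dark incubation at room temperature. Detection: fluorescence intensity of OMFP turnover product. Read-out: percent inhibition versus substrate-only and uninhibited controls. Benchmarks: no-enzyme low control, uninhibited high control.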
# CendR NRP1 mod = alters CendR peptide binding to human NRP-1. O14786. FAM-RPARPAR peptide binding to NRP-1, fluorescence polarization. inhibition, % at 25 µM. actives 0.85% (n = 360,000);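 active = inhibition or corrected inhibition above about 18%, plus a signal ratio from 0.5 to 1.5, limit read from the data, passing the limit was not always enough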; also: strong numbers were not always called active
# Rpn11 block = blocks the human proteasome subunit Rpn11; O00487; human 26S proteasome, Ub4-pepOG fluorescence polarization; 20S core pre-blocked with epoxomicin; calls only at 20 µM; actives 0.59% (n = 360,000);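 active = inhibition at 20 µM, scaled to each plate's controls, above about 33%, limit read from the data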
# Scp-1 inhibitor = Scp-1 (human) phosphatase inhibition. Q9GZU7. Recombinant Scp1, phosphopeptide, malachite green phosphate absorbance. inhibition, % at 20 µM. actives 0.88% (n = 340,000). AID 493091;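 active = inhibition above about 50% at 20 µM, limit read from the data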;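 also: plate controls were DMSO wells with enzyme for no effect and wells lacking enzyme for full effect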
#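 assay system = SCP-1 phosphatase catalytic domain, residues 76-261 | buffer or medium = 50 mM Tris acetate pH 5.5, 0.005% Tween-20, 10 mM MgCl2 | incubation = enzyme reaction 45 min at room temperature, colour 5 min, stabilisation 30 min | signal = Phosphate-binding colour reagent, absorbance read at 630 nm | measure = % inhibition at 20 µM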
# SKN-1 inh = inhibitors of C. elegans SKN-1; inhibition, % at 21.8 µM; actives 0.49% (n = 360,000); C. elegans VP596 Pgst-4::GFP/RFP ratio, acrylamide-induced, 24 h;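 active = interference check ratio from 0.5 to 1.5 plus GFP to RFP signal ratio inhibition reaching or exceeding a fixed threshold, cut at about 30% in these data, passing the limit was not always enough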; also: some compounds called inactive have numbers as strong as hits
# MT1-MMP act inh = blocks activation of human MT1-MMP; P50281; HT1080 RFP-PRO-GFP cells, GFP/RFP ratio fluorescence, overnight; percent of plate control window, DMSO zero; GFP/RFP ratio change, % at 20 µM; actives 0.061% (n = 360,000);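 active = GFP/RFP ratio change of at least 30% with cell ATP level not reduced by more than half and red fluorescence within 50% of control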; also: strong numbers were not always called active
#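 system = RFP-PRO-GFP reporter HT1080 cells | dosing = 20 µM single dose, 1% DMSO | timing = overnight cell settling, then overnight compound exposure, 37 °C, 5% CO2 | read-out basis = GFP/RFP fluorescence ratio | controls = DMSO and RFP-L50D-GFP cell wells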
# STEP inh = blocks human striatal-enriched tyrosine phosphatase | P54829 | recombinant STEP, OMFP fluorogenic substrate, fluorescence | inhibition, % at 20 µM | actives 0.25% (n = 360,000);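 active = inhibition at 20 µM, scaled per plate between control wells, above about 37%, limit read from the data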;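 also: 0% = DMSO with enzyme and substrate and 100% = substrate only without enzyme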
#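 Material: STEP (striatal-enriched tyrosine phosphatase) enzyme, cell-free | Medium: 50 mM Bis-Tris pH 6.0 with 2.5 mM DTT and 0.005% Tween 20 | Read-out: Percent inhibition scaled to no-enzyme and uninhibited-enzyme controls, plate-pattern corrected | Signal: Fluorescence read at 480 nm ex / 540 nm em | Times: 20 min reaction, room temperature, in the dark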
# The depositor's hits bear a star; i = inactive; / = no result given.
SMILES,NadD block,DNMT1 block,SUMO1-SIM PPI,LMPTP inh,CendR NRP1 mod,Rpn11 block,Scp-1 inhibitor,SKN-1 inh,MT1-MMP act inh,STEP inh
O=C(CSc1nnnn1C1CCCCC1)NCc1ccco1,4,6,1,-1.1,-10,i,-5,7,-2,0
C/C(=N\NC(=O)c1ccccc1-n1cccc1)C1CC1,1,8,0,-2.0,-2,i,6,1,-2,-5
Cc1cccc(OCC(=O)O/N=C(\N)c2ccccn2)c1,-3,1,-4,-0.3,-10,i,-6,3,2,-3
CSc1nc(=S)n(-c2ccccc2)c(C)c1C(C)=O,1,1,-1,-1.0,10,i,-4,-1,1,1
Cc1ccccc1-c1nc2cc(Cl)ccc2o1,-6,-3,0,-1.5,-3,i,-1,24,-1,0
Cc1nc(SCC(=O)O)c(C#N)c(-c2ccco2)c1C(=O)N(C)C,5,0,2,-3.6,5,i,-4,12,3,2
COc1cccc(CNC(=O)C2CCN(S(=O)(=O)N3CCC(C)CC3)CC2)c1,-2,3,3,-0.1,17,i,-5,7,1,30
O=C(CC1S/C(=N/N=C/C=C/c2ccccc2)NC1=O)Nc1ccc(Cl)c(Cl)c1 (stereo not drawn),28,26,4,2.3,9,i,-5,3,5,2
O=C(N/N=C/c1coc2ccccc2c1=O)c1ccncc1,3,0,-4,-0.4,-28,i,-5,1,-8,2
Cc1ccc(C(=O)NCc2occc2C(=O)O)o1,-2,53*,3,-2.6,-12,i,53*,28,0,5
CC1(c2ccccc2)NC(=O)N(CC(=O)NCC2CCCO2)C1=O (stereo not drawn),-5,5,2,-0.9,-1,i,-9,-18,-1,3
COC(=O)c1c(C)oc2ccc(N(C(C)=O)S(=O)(=O)c3ccccc3)cc12,-8,-4,5,-0.4,8,i,3,3,5,-1
COc1ccc(N(Cc2ccco2)C(=O)c2ccccc2F)cc1OC,-10,-1,-4,-0.5,-5,i,-3,-11,1,-2
CCOC(=O)CN1NC2(CCCCCC2)NC1=S,-7,6,2,-0.7,18,i,-14,10,-1,0
COc1ccc(OC)c(S(=O)(=O)Nc2ccc3c(c2)C(=O)OC3)c1,0,-6,3,0.1,-7,i,-10,5,-5,0
O=C(CSc1nncn1-c1ccccc1)Nc1ccc(F)cc1F,1,0,2,1.1,5,i,-5,10,1,-1
CC(C)CNC(=S)N(CCCO)Cc1cc2cc3c(cc2[nH]c1=O)OCCO3,1,-7,-7,-1.4,-1,i,-4,-5,4,3
CC(=O)NC(c1cccc(F)c1)c1nc(-c2cc(F)cc(Cl)c2)cs1 (stereo not drawn),-2,59*,-1,30,-12,i,/,32,11,0
CCOc1ccc(S(=O)(=O)N2CCC(C(=O)OC(C)C(=O)N(C)C3CCCCC3)CC2)cc1 (stereo not drawn),5,-1,-4,-8.6,-6,i,1,-14,3,-3
N#C/C(=C\c1ccc2c(c1)OCCO2)C(=O)NC1CCCCC1,0,4,-14,-1.7,17,i,4,-3,-3,-4
C[C@@H]1CN(S(=O)(=O)C(C)(C)C)[C@H](CCO)/C1=C\c1ccccc1,6,9,0,-0.7,-9,i,-12,4,0,0
COc1ccc(OC)c(NC(=O)CN2C(=O)NC3(CCCc4ccccc43)C2=O)c1 (stereo not drawn),2,-4,2,0.4,-1,i,2,-6,3,-1
Cc1ccc(NCc2nnc(SCC#N)o2)c(C)c1,-4,1,7,-1.0,-4,i,6,6,4,-5
Cc1ccc(CSCC(=O)NCc2cccs2)cc1,-8,0,1,-2.0,-5,i,-3,-16,2,2

# Compounds shown so far with fluorine (three):
SMILES,NadD block,DNMT1 block,SUMO1-SIM PPI,LMPTP inh,CendR NRP1 mod,Rpn11 block,Scp-1 inhibitor,SKN-1 inh,MT1-MMP act inh,STEP inh
COc1ccc(N(Cc2ccco2)C(=O)c2ccccc2F)cc1OC,-10,-1,-4,-0.5,-5,i,-3,-11,1,-2
O=C(CSc1nncn1-c1ccccc1)Nc1ccc(F)cc1F,1,0,2,1.1,5,i,-5,10,1,-1
CC(=O)NC(c1cccc(F)c1)c1nc(-c2cc(F)cc(Cl)c2)cs1 (stereo not drawn),-2,59*,-1,30,-12,i,/,32,11,0

# Single records (already shown). Order of values: NadD block | DNMT1 block | SUMO1-SIM PPI | LMPTP inh | CendR NRP1 mod | Rpn11 block | Scp-1 inhibitor | SKN-1 inh | MT1-MMP act inh | STEP inh
# `CCOc1ccc(S(=O)(=O)N2CCC(C(=O)OC(C)C(=O)N(C)C3CCCCC3)CC2)cc1` (stereo not drawn) in the list: 5 | -1 | -4 | -8.6 | -6 | i | 1 | -14 | 3 | -3
# `COc1ccc(OC)c(S(=O)(=O)Nc2ccc3c(c2)C(=O)OC3)c1` in the list: 0 | -6 | 3 | 0.1 | -7 | i | -10 | 5 | -5 | 0

# (cont.)
SMILES,NadD block,DNMT1 block,SUMO1-SIM PPI,LMPTP inh,CendR NRP1 mod,Rpn11 block,Scp-1 inhibitor,SKN-1 inh,MT1-MMP act inh,STEP inh
CCC(CC)C(=O)Nc1nnc(S(=O)(=O)N2CCCCCC2)s1,-5,0,10,0.0,-10,i,-15,-2,2,-4
CCc1nc2ccc(C(=O)Nc3cccc(OCC(=O)N(C)C)c3)cn2c1N(C)Cc1ccc(N(C)C)cc1,-4,2,6,2.7,-6,i,/,-3,3,12
CCOC(=O)C1(CCCc2ccccc2)CCN(CCCn2cccn2)CC1,-6,6,-4,-1.4,-2,i,-1,2,0,3
Cc1cc(NC(=O)c2ccc(S(=O)(=O)N3CCCC3)cc2)nc2c1c(=O)oc1ccccc12,24,37,29,1.8,-18,i,1,-10,-1,-4
Cc1cccc(CSC2=NCCN2C(=O)c2ccco2)c1,-3,3,2,-1.0,-7,i,-3,-11,-1,0
O=C(NCc1ccco1)Nc1cccc(-c2ccccc2)c1,0,-1,1,-1.1,8,i,-10,-3,2,0
CN1CCN(NC(=O)CN2C(=O)/C(=C/c3ccccc3Cl)SC2=S)CC1,-10,0,-22,-4.4,-16,i,-6,13,17,4
O=C1CCC/C1=C/Nc1ccc(Cl)cc1,-1,-2,-13,-1.8,7,i,0,21,1,5
CCOc1ccc2c(c1)C(C)=CC(C)(C)N2S(=O)(=O)c1ccc(F)cc1,-5,-8,2,2.0,0,i,-9,7,-2,3
CCc1cc2cc(C(=O)N3CCN(Cc4ccccc4)CC3)sc2s1,-3,-1,3,2.2,-2,i,1,12,2,2
COc1ccc(S(=O)(=O)N2CCN(Cc3ccccc3)CC2)cc1,-5,-4,-2,-0.7,-1,i,-8,-12,-5,-4
CCN(CC)CCNCc1ccc(-c2ccc(Cl)cc2)o1,-8,3,0,-4.3,1,i,-7,-5,10,2
O=C(N[C@@H]1C/C=C\C[C@H](CC(=O)N(CCO)Cc2ccccc2)C(=O)NC[C@@H](c2ccccc2)OC1=O)OCC1c2ccccc2-c2ccccc21,17,37,-7,3.6,17,i,-4,-1,-2,0
O=C(NCCc1ccc(F)cc1)c1ccc([N+](=O)[O-])cc1,2,0,-26,0.1,11,i,-5,11,4,14
CC1(C)Cc2nc3sc4c(OCc5ccccc5)ncnc4c3cc2CO1,10,-2,0,-1.1,22,i,-1,10,15,-4
CC(=O)c1sc(-c2ccc(F)cc2F)nc1C,4,0,-27,0.7,2,i,-5,12,1,-2
CC1=C(C(=O)OC2CCCCC2)C(c2ccc(C)o2)C2=C(CCCC2=O)N1 (stereo not drawn),1,-1,-1,0.9,-6,i,-9,-7,-4,4
Nc1cccc2[nH]c(=O)c3ccccc3c12,0,-12,4,0.3,0,i,2,-1,-4,0
O=C(CCc1ccccc1)Nc1ncn[nH]1,-4,-1,-4,-0.3,-1,i,-2,11,-6,-3
CC(=O)c1c(C(C)=O)c(C)n(Cc2ccc(Cl)cc2)c1C,-4,-5,2,-1.1,5,i,-5,-2,3,0
COc1cc(NC(=O)CSc2nc3c(C)ccc(C)c3cc2C)c(C(=O)O)cc1OC,19,-8,5,-1.1,-15,i,7,-2,5,2
O=C(NCc1ccccn1)c1ccc(NC(=O)c2ccco2)cc1,3,2,1,-1.1,-2,i,-1,3,6,0
CNC(=O)COC(=O)/C=C/c1cn(-c2ccccc2)nc1-c1ccc(C)o1,-9,-11,-9,2.3,6,i,6,-9,1,1
CSCCC(NC(=O)c1ccccc1)C(=O)N1CC=C(c2ccccc2)CC1 (stereo not drawn),-5,0,-4,2.2,3,i,-7,4,-1,-1
O=S(=O)(c1cccs1)N1CCN(c2ccccc2Cl)CC1,-7,-2,3,2.3,8,i,-3,4,0,2
CSc1cccc(NC(=O)CCCOc2cc(=O)n(C)c3ccccc23)c1,-6,-3,2,-0.6,-5,i,/,6,11,-1
CCCc1cc(=O)[nH]c(N/N=C/C=C\c2ccccc2)n1,-5,-4,-9,-1.5,7,i,-4,-9,8,2
Cc1ccc(N2CC(C(=O)OCC(=O)Nc3cccc(Cl)c3C)CC2=O)cc1 (stereo not drawn),-7,-1,11,0.2,-2,i,-3,6,2,-3
Nc1nc(NCCCN2CCOCC2)nc(Nc2cccc(Cl)c2)c1[N+](=O)[O-],1,0,-12,-0.1,4,i,-8,21,-6,1
CC(C)NC(=O)c1c(CSc2ccc(Cl)cc2)noc1C(=O)NCc1ccccc1,-11,-6,4,1.2,13,i,-7,-4,-5,-1
CCOC(=O)CON1C(=O)c2ccccc2C1=O,-1,5,-3,-0.8,16,i,-5,-8,9,4
Cc1cccc(S(=O)(=O)Nc2nc3ccccc3nc2NCc2ccco2)c1,4,0,3,-0.7,-21,i,6,9,-6,2
